Assay outcomes deposited in PubChem BioAssay by National Center for Advancing Translational Sciences (NCATS).
ERK EGF inh: qHTS Assay for Inhibitors of the ERK Signaling Pathway using a Homogeneous Screening Assay; Stimulation with EGF; Potency, µM (series often up to 11.5 µM), for the others: at the highest dose activity change, negative = inhibition, usual class: inhibitors; HEK293-V1b, EGF-stimulated phospho-ERK AlphaScreen; AID 1454, 2008; 0.41% of 130,000 active; active = well fitted inhibition curve with a large enough effect; inconclusive = small, poorly fitted or top-dose-only effect, or effect the other way;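 note: plate controls were stimulated vehicle wells for no effect and unstimulated vehicle basal for full effect; nearly all actives have a fitted effect of over 55% in size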
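In this qHTS, HEK293 cells with stable type-1 vasopressin (V1b) receptor were exposed to compound at 37C for 30 min, stimulated 5 min with EGF at 25 nM, lysed, and probed for phospho-ERK by AlphaScreen.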
Numbers without * were called inactive; ? = inconclusive; [ ] = dose if it differs, or a comment. Potency is the fitted concentration of half-maximal effect. A portion of the library; count on the stated rates, not on these rows.

ERK EGF inh	smiles
-3%	COCC(=O)OCC(=O)c1cc(C)n(-c2ccc(Br)cc2)c1C
6%	CCc1nc(SCc2ccc(C(=O)OC)o2)c2c(=O)n(C)c(=O)n(C)c2n1
6%	CCOc1ccccc1CN1CCN(Cc2ccc(C)o2)CC1CCO (stereo not drawn)
-2%	Cc1nc(C(F)(F)F)c(C(=O)N/N=C(\N)c2cccnc2)s1
8%	Cc1ccccc1-n1cc(CNC(=O)CCc2nnc(CCc3ccccc3)o2)cn1
7%	O=c1c(Cc2ccc(Cl)cc2)c(O)ccn1Cc1ccncc1
7%	O=C(NN1C(=O)C2C3CCC(O3)C2C1=O)c1ccc(Cl)cc1 (stereo not drawn)
6%	CCC1=C2CC[C@H]3C(=O)N(CC(=O)OC)C(=O)[C@H]3[C@H]2[C@@]2(Cc3ccccc3)C(=NCCOC)OC(=O)N2C1=O
2%	Cc1ccccc1Cn1c(=O)n(CCCC(=O)NCc2ccco2)c(=O)c2ccccc21
-7%	CCOc1ccc(C(=O)Nc2ccc(C(F)(F)F)n(C)c2=O)cc1
4%[57.5 µM]	COc1ccc(-c2cc(C(=O)Nc3ccc(S(=O)(=O)Nc4onc(C)c4C)cc3)c3ccccc3n2)cc1OC
-6%[57.5 µM]	CCOc1ccc(N2C(=O)C3Sc4[nH]c(=O)sc4C(c4ccc(OC)c(OC)c4)C3C2=O)cc1 (stereo not drawn)
-12%	Nc1nc(-c2ccc(-c3ccccc3)cc2)cs1
-7%	CC(C)NC(=O)C1CCN(C2CCN(Cc3cn[nH]c3-c3ccccc3)CC2)CC1
-3%	CCOc1ccc(N(CC(=O)NC(C(C)C)C(C)C)S(=O)(=O)c2ccc(OC)c(OC)c2)cc1
5%[57.5 µM]	CN1CCN(c2ccccc2NC(=O)c2ccccc2F)CC1
8%	CCC(CC)c1nnc(NC(=O)c2cc(C(=O)OC)cc([N+](=O)[O-])c2)s1
1%	CCCNC(=S)N1CCC(C(=O)c2ccc(OC)cc2)CC1
5%[57.5 µM]	CNC(=S)NNC(=O)c1ccccc1Cl
-8%	COc1ccc(C2NC(=S)NC(C)=C2C(=O)N2CCOCC2)cc1 (stereo not drawn)
2%[57.5 µM]	Cc1cc(C(=O)OCC(=O)NC(C)C)c2ccccc2n1
-3%	Oc1ccc(CN2CCCCC2)c2cccnc12
-6%	CN(c1ccc(F)cc1)S(=O)(=O)c1ccc(Cl)c(C(=O)OCC(=O)NCc2ccco2)c1
0%	CC(C)Cc1ccc(/C=C/C(=O)N2CCCCC2)cc1
22%[57.5 µM]	CC(=O)Nc1cc(NC(C)=O)c(N=Nc2ccccc2)cc1C
?	N#C/C(=C\c1cccs1)C(=O)c1ccccc1Cl
3%	COc1ccc(C(=O)N2CCC3(CCCN(C(=O)NC(C)C)C3)CC2)cc1
1%	CC(C)(C)c1nnc(NC(=O)CCn2cnc3ccccc3c2=O)s1
2%[57.5 µM]	CC1=CC(c2ccccc2)n2nc(NC(=O)CCC(=O)O)nc2N1 (stereo not drawn)
11%	O=C(c1ccccc1)c1c(O)nc(-c2ccccc2)n(-c2ccccc2)c1=O
-8%[57.5 µM]	O=C(COc1cccnc1[N+](=O)[O-])NCc1ccc2c(c1)OCO2
5%	COc1ccc(/C(C)=N/OCC(=O)N2CC3(C)CC2CC(C)(C)C3)cc1 (stereo not drawn)
7%	Cc1ccc(/C=C/c2nc3ccccc3c(=O)n2CCc2ccccc2)cc1
5%	Cc1cccc(CC(=O)NCCn2c(C)cc3ccccc32)c1
-4%	CN1C(=O)/C(=C/c2ccccc2OCc2ccccc2)NC1=S
11%	C=CC(=O)NCC1OCCc2ccccc21 (stereo not drawn)
9%	COc1ccc(OCC(=O)N2CCN(C(=O)c3ccc([N+](=O)[O-])cc3)CC2)cc1
3%	Cc1ccc(NC(=O)COC(=O)CC2CCCC2)cc1Cl
4%	COc1cccc(/C=N/NC(=O)CNC(=O)c2ccc3c(c2)OCCO3)c1O
?	COc1cc(/C=C2\SC(=S)N(C(C(=O)O)c3ccccc3)C2=O)ccc1O (stereo not drawn)
-4%	O=C(CN(Cc1ccco1)C(=O)CCC(=O)Nc1nccs1)NCc1ccccc1
-6%	CCC(=O)Nc1ccc(Cl)c(NC(=O)c2c(OC)cccc2OC)c1
7%	CCOC(=O)C1=NN(C(=O)Cc2ccccc2)C(O)(c2ccc(Cl)cc2)C1 (stereo not drawn)
0%	CC(=O)N(Cc1ccco1)Cc1cc2cccc(C)c2n2nnnc12
3%[57.5 µM]	CN1CCN(NC(=O)c2ccc(Br)s2)CC1

Among those listed so far, four have fluorine:
ERK EGF inh	smiles
-2%	Cc1nc(C(F)(F)F)c(C(=O)N/N=C(\N)c2cccnc2)s1
-7%	CCOc1ccc(C(=O)Nc2ccc(C(F)(F)F)n(C)c2=O)cc1
5%[57.5 µM]	CN1CCN(c2ccccc2NC(=O)c2ccccc2F)CC1
-6%	CN(c1ccc(F)cc1)S(=O)(=O)c1ccc(Cl)c(C(=O)OCC(=O)NCc2ccco2)c1

(list continues)
ERK EGF inh	smiles
-3%	C=CCc1cccc2ccc(=O)oc12
-10%[57.5 µM]	COc1cc(/C=N/NC(=O)CSc2ccccn2)ccc1O
-4%	Cc1ccc(COc2ccsc2C(=O)O)cc1
-2%	COc1cc(/C=N/NC(=O)c2cc(C)oc2C)cc(OC)c1OC
-14%[57.5 µM]	Nc1nc(NC(=O)/C=C/c2ccc(F)cc2)nn1-c1ccccc1
8%	CCOc1ccc(C(=O)Nc2ccc(-c3nc4ccccc4[nH]3)cc2)cc1[N+](=O)[O-]
1%	CCn1cnc2cc([N+](=O)[O-])ccc21
9%	O=C(N/N=C/c1cc([N+](=O)[O-])ccc1O)c1cc(-c2ccccc2)nc2ccccc12
-13%	CCOC(=O)c1sc(NC(=O)C(C)C)c(C#N)c1C
36%	COc1ccc([N+](=O)[O-])cc1NC(=O)C(C)OC(=O)c1cccnc1Cl (stereo not drawn)
-5%	Nc1nc(SCC(=O)NNc2c(Cl)cc(Cl)cc2Cl)n[nH]1
15%	COCCCNC(=O)CCCn1c(=O)c2ccccc2n(CC(=O)Nc2c(C)cc(C)cc2C)c1=O
2%	Cc1ccc(C(=O)OCC(=O)Nc2ccccc2Sc2ccccc2)cc1C
4%	ClCC1CSC(=NC23CC4CC(CC(C4)C2)C3)O1 (stereo not drawn)
4%	Cc1c(NC(C)C)c(=O)n(-c2ccccc2)n1C
4%	O=C(/C=C/c1c[nH]c2ccccc12)c1ccccc1
24%	CCOc1ccc(C(C(=O)NC2CCCCC2)N(C(=O)c2ccccn2)c2cccnc2)cc1 (stereo not drawn)
-5%	CCCC1=C(C(=O)OCC)C(c2ccc(OC)c(C)c2OC)C(C#N)=C(N)O1 (stereo not drawn)
-20%[57.5 µM]	C/C(CC(=O)Nc1cccnc1)=N\NC(=O)C(=O)NC(C)C
-1%	N#CCc1nc(-c2cc3ccccc3oc2=O)cs1
-2%	CC(C)NC[C@H](O)c1ccc(NS(C)(=O)=O)cc1
-4%	Cc1ccc(OCCCNC2CCCC2)cc1
0%	CCOc1ccc(C(=O)NCCN2CCOCC2)cc1
12%	O=C(Cn1c(=S)[nH]c2ccccc21)c1ccccc1
-3%	Cc1ccc(Cn2c(O)c(N=NC(=S)Nc3ccccc3F)c3cc(S(=O)(=O)N4CCOCC4)ccc32)cc1
4%[57.5 µM]	CN1CCN(C(=O)C2=C[C@@H](c3ccc(Br)cc3)C[C@@H](OCc3ccc(CO)cc3)O2)CC1
6%[57.5 µM]	CSc1nc(C=Nc2ccccc2Cl)c(O)n1Cc1cccc(Cl)c1
-2%	Cc1nn(-c2ccccc2)c2nc3c(cc12)C(=O)CCC3
10%[57.5 µM]	CC(C)N(C(=S)Nc1cccc(S(=O)(=O)N(C)C)c1)c1ccccc1
4%[57.5 µM]	FC(F)(F)c1cccnc1Oc1ccc(C2=NCCS2)cc1

Overlap with the part before: two compounds; new compounds follow.
ERK EGF inh	smiles
10%[57.5 µM]	CC(C)N(C(=S)Nc1cccc(S(=O)(=O)N(C)C)c1)c1ccccc1
4%[57.5 µM]	FC(F)(F)c1cccnc1Oc1ccc(C2=NCCS2)cc1
-4%	O=C(N/N=C/c1cn[nH]c1-c1ccc(Cl)cc1)c1ccc([N+](=O)[O-])cc1
?	Cc1cc(C)nc(/N=C(\N)Nc2cccc(OCc3ccccc3)c2)n1
-2%	C=CCOc1ccc(/C=N/NC(=O)CN2CCOCC2)cc1OCC
-14%	COc1ccc(C2C(C#N)=C(N)N(c3ncn[nH]3)C3=C2C(=O)CCC3)cc1 (stereo not drawn)
3%	O=C(CSc1ccccn1)Nc1ccc(N2CCOCC2)cc1
1%	Cc1cccnc1N(C(=O)Nc1cccc(Cl)c1)C1=NCC(C)(C)S1
6%[57.5 µM]	CCC12CC3CC(C1)CC(C(=O)NNC(N)=O)(C3)C2
1%	Cc1c(Cl)c(C(F)(F)F)nn1CC(=O)NCc1ccccc1
0%	O=c1cc(N2CCC3(CC2)OCCO3)[nH]c(=O)n1-c1ccc(Br)cc1
1%	CN(C)C(=S)SCC(=O)Nc1cccc(C(F)(F)F)c1
-4%	COc1ccc(-c2cc3ccccc3c(=O)o2)cc1
-7%	COc1ccc(N2C(=O)CC(NNc3ncc(Cl)cc3Cl)C2=O)cc1 (stereo not drawn)
-3%[57.5 µM]	c1ccc(CSc2nnc(-c3ccco3)o2)cc1
3%[57.5 µM]	Fc1ccc(Oc2nc(-c3ccccn3)nc3ccccc23)cc1
4%	Cc1ccc(C)c(NC(=S)NC2CC3CCCC(C2)N3CC(C)C)c1 (stereo not drawn)
3%	Cc1ccccc1NC(=O)N1CCC(C(=O)c2ccc(F)cc2)CC1
-6%	COc1ccc(CN2C(=O)c3ccccc3C2C(=O)NCCc2ccccc2)c(OC)c1 (stereo not drawn)
-8%[57.5 µM]	C/C(=N/NC(=O)CNC(=O)Cc1ccc(Cl)cc1)c1ccco1
14%	CCOC(=O)c1c(C)oc2c1c(CN1CCN(C(=O)OCC)CC1)c(O)c1ccccc12
-2%	Cc1ccccc1NC(=O)C(=O)NCCc1c[nH]c2ccccc12
-5%[57.5 µM]	Cc1ccc(NC(=O)C2CC(=O)Nc3nc4ccccc4n32)c(C)c1 (stereo not drawn)
-1%	CCn1ncc([C@@H]2C[C@H]3CN(Cc4cccc(Cl)c4)C(=O)[C@]34CCCN24)c1C
-2%[57.5 µM]	CC(C(=O)O)n1ncc2ccccc2c1=O (stereo not drawn)
2%	O=C(CSc1nnc2c(n1)[nH]c1ccccc12)OCc1ccccc1
-6%	CC(C)CC(=O)Nc1ccnc(-c2ccncc2)n1
-19%	CCCCNC(=S)NNC(=O)c1ccc(Br)o1
22%	COc1ccc(N2CCN(C(C)=C3C(=O)c4ccccc4C3=O)CC2)cc1
-4%	Oc1ccc(-c2csc(Nc3ncccn3)n2)cc1O
8%	COc1ccc(OCC(=O)O/N=C(\N)Cc2cccs2)cc1
-3%	O=C(Nc1ccc(F)cc1)C(c1ccccc1)N1CCN(S(=O)(=O)c2c(F)cccc2F)CC1 (stereo not drawn)
7%	CC(Oc1ccccc1)c1nnc(N)s1 (stereo not drawn)
-6%	Cc1ccc(-n2c(SCC(N)=O)nc3c(c2=O)C2(CCCC2)Cc2ccccc2-3)cc1
15%	Cc1noc(C)c1-c1cncnc1NC1CC1
1%	Cc1cccc(N=C/C(C(=O)C(F)(F)F)=C(\O)c2ccco2)c1
1%	O=C1NC(=O)/C(=C\c2ccccc2OCc2ccccc2)S1
-14%[57.5 µM]	CCOC(=O)c1nc(Nc2ccc(C(C)=O)cc2)c2ccccc2n1
-1%	Cc1ccc(-c2ccc(/C=C/C(=O)c3ccccc3)o2)cc1
-14%	O=C(CCc1nnc(C2CCCCC2)o1)N1CCN(C2CCCCC2)CC1
-4%	O=C(/C=C/c1cccc([N+](=O)[O-])c1)N1CCN(S(=O)(=O)c2cccs2)CC1
1%	O=C(COc1ccc(Cl)cc1Cl)NC(=S)Nc1ccccc1C(=O)O
-8%[57.5 µM]	C/C=C/C(=O)Nc1cccc(C2=NOC3(C2)C[C@@H](C(N)=O)N(C(=O)c2cc([N+](=O)[O-])cc([N+](=O)[O-])c2)C3)c1 (stereo partly drawn)
16%[57.5 µM]	CCCC(=O)Nc1ccc(C=C(C(C)=O)C(C)=O)cc1
?	COC(=O)C1=CN(Cc2cccs2)C=C(C(=O)OC)C1c1cccc(Cl)c1
-5%	O=C(Nc1cccc(Cl)c1)N1CCC(CO)(CCOc2ccccc2)CC1
-1%	Cc1cnc(NC(=O)Cc2cccs2)s1

Sorted by molecular weight (rising): part of the list above.
ERK EGF inh	smiles
-1%	Cc1cnc(NC(=O)Cc2cccs2)s1
1%	O=C1NC(=O)/C(=C\c2ccccc2OCc2ccccc2)S1
-14%[57.5 µM]	CCOC(=O)c1nc(Nc2ccc(C(C)=O)cc2)c2ccccc2n1
-14%	O=C(CCc1nnc(C2CCCCC2)o1)N1CCN(C2CCCCC2)CC1
1%	O=C(COc1ccc(Cl)cc1Cl)NC(=S)Nc1ccccc1C(=O)O
?	COC(=O)C1=CN(Cc2cccs2)C=C(C(=O)OC)C1c1cccc(Cl)c1

New compounds follow
ERK EGF inh	smiles
-1%	COC(=O)c1ccc(COC(=O)CNS(=O)(=O)c2ccccc2)cc1
2%	O=C(CSc1nnc(-c2n[nH]c3ccccc23)n1-c1ccccc1)Nc1cccc(Cl)c1
0%	Cc1cc(C)nc(SCc2ccc(C(=O)N/N=C/c3ccco3)cc2)n1
6%	O=C(NCc1ccc2c(c1)OCO2)c1ccccc1
-4%[57.5 µM]	Cc1cc(C(=O)O)ccc1-c1ccc(/C=C2\NC(=O)N(Cc3ccc(F)cc3)C2=O)o1
-6%	Nc1ccccc1C#Cc1ccccc1
4%	C=C(C)c1cccc(C(C)(C)NC(=O)NC(c2ccccc2)c2ccc(OC)cc2)c1 (stereo not drawn)
